High-throughput results: PubChem BioAssay, National Center for Advancing Translational Sciences (NCATS)
Lipid storage S3: qHTS Assay for Lipid Storage Modulators in Drosophila S3 Cells | Drosophila S3 cells, BODIPY lipid droplet fluorescence, 18-24 h; cells fed with added oleic acid | lipid storage change, negative = inhibition, % at the top dose, mostly 46.1 µM; hits show Potency in µM | actives 0.64% (n = 320,000); active means well fitted inhibition curve with a large enough effect in the signal ratio, with a control signal flat, not every such curve was filed as active; inconclusive means small, poorly fitted or top-dose-only effect, or effect the other way, or a change in a side signal; the % refers to the signal ratio
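Drosophila S3 cells got compounds at several concentrations plus oleic acid (400 uM solution). Laser-scanning cytometry with 488 nm excitation read lipid droplets at 500-530 nm and cells at 575-640 nm. Percent activity was relative to 20 uM Triacsin C.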
Lipid storage S3 cell count max: also measured in Lipid storage S3; calls as there; cell number change, %; measured here: cell count max response;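 cells counted by Cell Tracker Red CMTPX staining in the red channel; peak over a dose series mostly up to 46.1 µM; percent activity relative to internal control wells on each plate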
An asterisk follows results filed as active; i = inactive; ? = inconclusive; . = no result given; [ ] = remark or other dose. On the % scale 0 is the no-effect control and ±100 the full control effect; potency means the concentration at half of the fitted maximal effect. These rows are one share of the data; rates above refer to the full screens.

Each structure is followed by: Lipid storage S3 cell count max | Lipid storage S3
COc1ccccc1COCC(O)CN(Cc1ccco1)Cc1ccccc1O (stereo not given)
 : . | ?
Cc1ccc(CN2CCN(Cc3ccc(OCCO)cc3)CC2CCO)o1 (stereo not given)
 : 1 | -4%
OCCn1c(Cl)nc2ccccc21
 : 6 | 0%
C/C(N)=C(/C#N)C(=O)COC(=O)c1cc(S(=O)(=O)N2CCCCC2)ccc1C
 : . | ?
CCOC(=O)CC(=O)Nc1c(C)cc(C)cc1C
 : . | i
Cc1cccc2cc(CN(CC3CCCO3)C(=O)NC3CCCCC3)c(=O)[nH]c12 (stereo not given)
 : . | ?
O=C1NCCCC2c3cc(O)c4ccccc4c3OC12N1CCCCC1 (stereo not given)
 : -22 | -11%
Cc1ccc2nc(N3CCCCC3)c(C=O)c(=O)n2c1
 : 13 | 1%
CC1CCCN(CCCNC(=O)c2ccc(CS(=O)(=O)Cc3cccc(Cl)c3)o2)C1 (stereo not given)
 : . | ?
CCC1CC(CSc2ncn[nH]2)OC1=O (stereo not given)
 : 7 | 5%
COc1ccc(-c2noc(=O)n2Cc2ccc(C#N)cc2)cc1
 : . | ?
COc1ccc(C(=O)/C=C/Nc2ccc(S(=O)(=O)Nc3cccc(C(C)=O)c3)cc2)cc1
 : . | ?
O=C(c1cc2ccccc2cc1O)N1CCCC(C(F)(F)F)C1 (stereo not given)
 : . | ?
CC(=O)c1sc(NC(=O)c2cc3c(C)nn(-c4ccccc4)c3s2)nc1C
 : . | ?
Cc1ccc(/C(N)=N/OC(=O)N2CCOCC2)cc1
 : 4 | -16%
CC(C)=CC(=O)Nc1c(C)cc(C)cc1Cl
 : . | ?
COc1ccc2c(CC(=O)N[C@@H](Cc3ccccc3)C(=O)O)cc(=O)oc2c1C
 : -4 | 20%
Cc1ccnc(NC(=O)Nc2ccc(Br)cc2Cl)c1
 : . | ?
Nc1nonc1-n1nnc(C(=O)N/N=C/c2c(Cl)cccc2Cl)c1CSC1=NCCS1
 : -11 | -14%
COc1ccc(N=c2cc(-c3ccc(OC)cc3)oc3ccccc23)cc1
 : . | ?
O=c1c2ccccc2nc(SCc2ccc([N+](=O)[O-])cc2)n1-c1ccc(Cl)cc1
 : -3 | -2%
Cc1ccc(C)c(NS(=O)(=O)c2ccc(OCC(=O)NCc3ccco3)cc2)c1
 : . | ?
O=C(O)CN1CCN(Cc2ccccc2F)C1=O
 : . | ?
O=C(c1oc(=O)c2ccccc2c1-c1ccccc1)N1CCC(O)CC1
 : . | ?
COc1cc(CCC(C)NCc2ccccc2)ccc1O (stereo not given)
 : 18 | -3%
COc1ccc(OC)c(Nc2nc(NCCCN(C)C)nc(N)c2[N+](=O)[O-])c1
 : . | ?
NS(=O)(=O)c1ccc(CCNC(=O)CCNC(=O)c2ccco2)cc1
 : . | ?
Cc1ccc2c(SCC(=O)NCc3ccco3)nc(-c3ccc(F)cc3)nc2c1
 : . | ?
CCC1CN(C(=O)Nc2cccc(C)c2)c2cc(C)ccc2O1 (stereo not given)
 : -9 | 15%
CCCC(CCC(=O)Nc1nccs1)C(=O)O (stereo not given)
 : 10 | -5%
CCOC(=O)COc1cc(Br)c(C2NC(=O)NC(C)=C2C(C)=O)cc1OCC (stereo not given)
 : . | ?
CCOc1cnc(-c2c(-c3c(F)cccc3Cl)noc2C)o1
 : . | ?
O=S1(=O)CC=C(CSC(=S)NC2CCS(=O)(=O)C2)C1 (stereo not given)
 : . | ?
O=C(Cc1ccccc1[N+](=O)[O-])NC1CC1
 : . | ?
Cc1cccc(NS(=O)(=O)c2ccc(C(=O)NCC(c3ccco3)N3CCCCC3)cc2)c1C (stereo not given)
 : . | ?
COc1cc(/C=C(\NC(C)=O)C(=O)NC(C)(C)C)ccc1OC(C)=O
 : . | ?
CCC(=O)Nc1nc2ccccc2n1Cc1ccccc1Cl
 : 10 | -28%
COc1ccc2c(c1OC)C(=O)N1C(C(=O)O)Cc3c([nH]c4ccccc34)C21 (stereo not given)
 : . | ?
Cc1nn(CCc2nn[nH]n2)c2nc(-c3ccc(C4CCCCC4)cc3)cc(C(F)(F)F)c12
 : . | ?
CN(C)C(=O)CCC(=O)N1CCCCC1C(=O)Nc1ccc(Oc2ccccc2F)cc1 (stereo not given)
 : 4 | -23%
OCCCNc1ncnc2oc(-c3ccccc3)c(-c3ccccc3)c12
 : 13 | -4%
N#Cc1nc(COc2ccccc2)oc1N1CCC(Cc2ccccc2)CC1
 : . | ?
Cc1cccc(N2CCN(C(=O)C3CCN(c4nnc(-n5cccc5)s4)CC3)CC2C)c1 (stereo not given)
 : 4 | -17%
Cc1onc(-c2ccccc2Cl)c1C(=O)OCC(=O)Nc1cccc(S(=O)(=O)N2CCOCC2)c1
 : 3 | 11%[9.22 µM]
COc1ccccc1N1CCN(C(C)C(=O)Nc2ccc(S(=O)(=O)N3CCOCC3)cc2)CC1 (stereo not given)
 : . | ?
Cn1nnnc1SCc1ccc(C(=O)Nc2nccs2)cc1
 : . | ?
Cc1cccc(Cn2cc(/C=C/[N+](=O)[O-])c3ccccc32)c1
 : . | ?
Cc1cc(=O)oc2cc(NC(=O)C(CCCN=C(N)N)NC(=O)OCc3ccccc3)ccc12 (stereo not given)
 : . | ?
Cc1cccc(C(=O)Oc2ccc(/C=N/O)cc2)c1
 : . | ?
COc1ccc(CCNC(=O)COc2ccc(S(=O)(=O)N3CCOCC3)cc2)cc1OC
 : 1 | 15%

Following part.
Each structure is followed by: Lipid storage S3 cell count max | Lipid storage S3
CC(=O)N/C(=N\c1nc(C)cc(C)n1)Nc1ccc2ccccc2c1
 : . | ?
Nc1nnc(Cc2ccc(Cl)c(Cl)c2)s1
 : . | ?
Cc1ccccc1NC(=O)N1CCN(C/C=C/c2ccccc2)CC1
 : . | ?
Cc1cc(=O)oc2cc(OCC(=O)OCC(=O)NC3CC3)ccc12
 : 0 | -1%
O=C(Oc1c(Cl)cc(Cl)c2cccnc12)c1ccco1
 : -19 | i
CC(=O)Nc1ccc(S(=O)(=O)NC2=NCN(c3cccc([N+](=O)[O-])c3)CN2)cc1
 : 9 | i
COCc1ccc(C(=O)N2CCCC(C(=O)c3cc(F)ccc3F)C2)s1 (stereo not given)
 : -4 | -3%
Cc1ccccc1-c1cc(=O)c2c(O)cccc2o1
 : -8 | 18%
COc1cccc(-c2nnc(SCC(=O)Nc3cc(C)on3)o2)c1
 : -1 | 15%
O=c1cc(-c2ccccc2Cl)oc2c(NS(=O)(=O)c3cc(Cl)cc(Cl)c3O)ccc(O)c12
 : . | ?
CCSc1nc2ccccc2n1Cc1cccc([N+](=O)[O-])c1
 : -6 | -16%
O[C@@H]1COC(Nc2ccc(N=Nc3ccccc3)cc2)C[C@@H]1O (stereo not given in full)
 : -4 | -13%
CCCCn1c(N)c(N(CCC(C)C)C(=O)C2CCCO2)c(=O)[nH]c1=O (stereo not given)
 : . | ?
O=[N+]([O-])c1cc(C(F)(F)F)cc([N+](=O)[O-])c1Sc1n[nH]c(C(F)(F)F)n1
 : -4 | -16%
O=C(CSC1=NS(=O)(=O)c2cc(Cl)ccc2N1)NCc1ccc(F)cc1
 : -2 | -1%
CCCCOC(=O)c1ccc(NC(=O)c2cnc3n(c2=O)CCS3)cc1
 : 4 | 7%
CCOC(=O)c1sc(C)c2c(=O)n(CC(=O)c3ccc(Br)cc3)nnc12
 : . | ?
Cc1ccc(NC(=O)CSc2nnc(Cc3cccn3C)n2-c2ccc(F)cc2)cc1
 : . | ?
O=C1C2C3C=CC(C3)C2C(=O)N1c1nccs1 (stereo not given)
 : 0 | -14%
CCOC(=O)C1CCCCN1Cc1cn[nH]c1-c1ccc(F)cc1F (stereo not given)
 : 6 | -3%

Individual results from the list.
Lipid storage S3 with CN(C)C(=O)CCC(=O)N1CCCCC1C(=O)Nc1ccc(Oc2ccccc2F)cc1 (stereo not given) : -23%
Lipid storage S3 with CCSc1nc2ccccc2n1Cc1cccc([N+](=O)[O-])c1 : -16%

Next section.
Each structure is followed by: Lipid storage S3 cell count max | Lipid storage S3
O=C1CC(c2cccc(F)c2)c2c(c3ccccc3[nH]c2=O)O1 (stereo not given)
 : . | ?
O=C(c1cc(C2CC2)nn1-c1ccccc1)N1CCN(Cc2ccc(Cl)cc2)CC1
 : . | ?
CN(Cc1cnn(C)c1)Cc1nc(C(c2ccccc2)c2ccccc2)no1
 : 3 | 13%
CN(C)C(=O)c1ccccc1Sc1cc(Cl)ccc1Cl
 : 12 | 1%
O=C(CCNC(=O)N1CCn2c1nc1ccccc12)NCc1ccc(F)cc1
 : . | ?
OC(CNCc1ccccc1Cl)C(F)(F)F (stereo not given)
 : . | ?
COc1ccc(N2CCN(C(CNS(=O)(=O)c3ccccc3)c3ccccc3)CC2)cc1 (stereo not given)
 : . | ?
O=S(=O)(N/N=C/c1ccc2c(c1)OCCO2)c1ccccc1
 : . | ?
CC1CCc2nc(NC(=O)c3ccc(S(=O)(=O)N4CCCc5ccccc54)cc3)sc2C1 (stereo not given)
 : -28 | -22%
CCN=c1scc(C)n1/N=C/c1cc(Br)c(O)c(OC)c1
 : . | ?

Filtered by structure: those above containing a CF3 group (4)
Each structure is followed by: Lipid storage S3 cell count max | Lipid storage S3
O=C(c1cc2ccccc2cc1O)N1CCCC(C(F)(F)F)C1 (stereo not given)
 : . | ?
Cc1nn(CCc2nn[nH]n2)c2nc(-c3ccc(C4CCCCC4)cc3)cc(C(F)(F)F)c12
 : . | ?
O=[N+]([O-])c1cc(C(F)(F)F)cc([N+](=O)[O-])c1Sc1n[nH]c(C(F)(F)F)n1
 : -4 | -16%
OC(CNCc1ccccc1Cl)C(F)(F)F (stereo not given)
 : . | ?

A draw from above in order of formula weight, descending:
Each structure is followed by: Lipid storage S3 cell count max | Lipid storage S3
O=C(CCNC(=O)N1CCn2c1nc1ccccc12)NCc1ccc(F)cc1
 : . | ?
CCN=c1scc(C)n1/N=C/c1cc(Br)c(O)c(OC)c1
 : . | ?
OC(CNCc1ccccc1Cl)C(F)(F)F (stereo not given)
 : . | ?

(continued)
Each structure is followed by: Lipid storage S3 cell count max | Lipid storage S3
CC(C)Cn1c(-c2ccccc2F)n[nH]c1=S
 : . | ?
Cc1cccc(NC(=O)CCc2c(C)nc3ncnn3c2C)n1
 : . | ?
CCc1nc2sc3c(c2c(=O)n1N)CC(C)(C)OC3
 : 11 | 2%
CCn1c(C)c(C)c2cc(C(=O)NCCN3CCOCC3)ccc21
 : -16 | 27%
O=c1c([N+](=O)[O-])c(N2CCCCCC2)c2ccccc2n1-c1ccccc1
 : . | ?
COc1ccc(NCc2nnc(SCC(=O)c3ccc(C)cc3)o2)cc1
 : . | i
O=C(NNc1nc2ccccc2o1)c1ccccc1
 : 5 | 18%
CC(C)CCN1CCN(Cc2cc3ccccc3[nH]2)CC1CCO (stereo not given)
 : -5 | -14%
CCCNC(=O)c1ccccc1NC(=O)c1ccccc1N(C)S(=O)(=O)c1ccc(C)cc1
 : -16 | 1%
COc1ccc(-c2nn(-c3ccccc3)cc2CNC(C)Cn2cncn2)c(F)c1 (stereo not given)
 : 7 | 14%
Cn1nccc1C(=O)NCCN1C(=O)OC(C)(C)C1(C)O (stereo not given)
 : 0 | -11%
CS/C(=C/[N+](=O)[O-])Nc1cccc2c1C(C)CC2(C)C (stereo not given)
 : . | ?
COc1ccc(/C=N\NC(=O)c2cc(O)c(O)c(O)c2)cc1COc1ccc(C(=O)OCC(C)C)cc1
 : 3 | i
C=CCNc1oc(-c2ccc(OCC)cc2)nc1C#N
 : . | ?
CCN(CC)c1nc2ccccc2n(Cc2cccc(OC)c2)c1=O
 : 9 | i
Cc1nn(-c2ccccc2)c2c1C(c1ccccc1)C(C#N)=C(N)O2 (stereo not given)
 : . | i
CCc1cc(=O)oc2cc(OCC(=O)NCCCn3ccnc3)c(Cl)cc12
 : . | ?
CCc1ccc(NC(=O)Nc2ccc3c(c2)N(C)C(=O)CS3)cc1
 : . | ?
CC(=O)Nc1ccc(NS(=O)(=O)c2ccc(-c3csc(C)n3)s2)cc1
 : 10 | 8%
COc1ccc(/C=C/C(=O)Nc2ccc3nc4n(c(=O)c3c2)CCCC4)cc1OC
 : 9 | 9%
COC(=O)C1=CN(c2ccc(F)cc2)C=C(C(=O)OC)C1c1cccc(Br)c1
 : . | ?
CCC(CC)C(=O)Nc1ccc(C(=O)c2ccccc2)cc1
 : . | ?
O=C(CN1C(=O)C2CC=CCC2C1=O)NCc1cccs1 (stereo not given)
 : . | -3%
COc1cccc(N2CCN(CC(=O)NC(C)c3ccccc3)CC2)c1 (stereo not given)
 : . | ?
Cc1[nH]c2ccccc2c1/C=N/Nc1ccccc1[N+](=O)[O-]
 : . | ?
O=C(Nc1ccc(F)cc1)c1cccc(N2C(=O)C3C4C=CC(C4)C3C2=O)c1 (stereo not given)
 : -18 | -23%
Cc1ccccc1-c1cn(-c2ccccc2)c(=S)[nH]1
 : . | i
CC(O)CNc1nc2c(c(=O)n(Cc3ccc(Br)cc3)c(=O)n2C)n1C (stereo not given)
 : . | ?
C=C(C)Cn1c(CCCNC(=O)CC)nc2ccccc21
 : 15 | -1%
O=C(CCNC(=O)c1ccc(Cl)cc1)NCc1cccc(C(F)(F)F)c1
 : . | ?
COc1ccc(OC)c(NC(=O)c2c(NC(=O)c3ccco3)sc3c2CCC3)c1
 : . | ?
CCC(Sc1nc2ccccc2c(=O)[nH]1)C(=O)Nc1ccc(C(C)=O)cc1 (stereo not given)
 : -1 | 11%
COc1ccc(-n2c(Cc3cccn3C)nnc2SCC(=O)Nc2cccc(OC)c2)cc1
 : . | ?
N#CC1=C(N)Oc2c(oc(CO)cc2=O)C1c1ccccc1[N+](=O)[O-] (stereo not given)
 : 9 | 11%
